# From PubChem BioAssay
# Pf apPOL block = Pf-apPOL inhibitors, biochemical, fluorescence; 210,000 compounds, 0.25% hits; inhibition, % at 10 µM; Recombinant Pf-apPOL, molecular beacon fluorescence, 1.5 h; Plasmodium falciparum apicoplast DNA polymerase (apPOL); AID 1794808, 2022
# mHTT-CaM PPI inh = mutant huntingtin-calmodulin interaction inhibitors – biochemical, AlphaScreen, primary screen | P42858 | AlphaScreen His-mHTT/GST-CaM binding, luminescence | inhibition, % at 15 µM | 190,000 compounds, 3.6% hits;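 also: 0% = both proteins with DMSO and 100% = one protein alone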
# * = called active by the depositor; / = not tested or not shown; & = joins results of further samples. Rule as the data show it: active = inhibition above about 50%; inactive = the rest.
SMILES,Pf apPOL block,mHTT-CaM PPI inh
Cc1ccccc1-n1nc2c(c1NC(=O)CC(C)C)CS(=O)(=O)C2,0.8,3.0
CC(C)(C)n1nc2c(c1NC(=O)c1ccccc1[N+](=O)[O-])CS(=O)C2 (centres undefined),-1.9,-6.0
Brc1ccc2c(c1)sc1cc(Br)ccc12,/,-3.9
Cc1cc(C(=O)O[C@H]2[C@H](C)NS(=O)(=O)[C@H]3C[C@@H]4C=C[C@]23O4)cc([N+](=O)[O-])c1,-6.7,14.3
Oc1ccc(F)cc1C1=NNC(c2ccc3c(c2)OCCO3)C1 (centres undefined),0.7,39.1
O=C1S/C(=C\c2ccc(Br)o2)C(=O)N1c1ccc(Cl)cc1,8.7,6.0
O=C(O)[C@H]1NCCC[C@H]1C(=O)O,17.0,/
O=C(c1ccc2c(c1)OCO2)N1CCn2cnnc2C1,-1.5,-0.9
CCOc1ccc(CCNC(=O)C2CCN(c3nc4cccnc4s3)CC2)cc1,-4.5,-8.1
O=C(N/C(=C\c1ccccc1)C(=O)N1CC2CC(C1)c1cccc(=O)n1C2)c1ccc(Cl)cc1 (centres undefined),-6.0,5.0
CCn1c(=O)c(C(=O)NCc2cc(F)cc(F)c2)nc2cccnc21,-1.2,1.2
CCC(NCCC1=CCCCC1)c1ccc(OC)c(OC)c1 (centres undefined),-2.2,-2.6
CCOC(=O)c1c(-c2ccccc2)oc2ccc(OCC=C(C)C)cc12,0.1,-50.9
O=C(NCCN1CCCCC1)C1CCN(c2cnn(Cc3ccccc3)c(=O)c2)CC1,-4.1,8.0
Cc1cccc(C)c1N(CC(=O)Nc1cccc(Cl)c1C)S(C)(=O)=O,0.3,7.0
CCCc1nc(CC)n2ccn(CC#N)c(=O)c12,-1.0,3.6
O=C(NCCO)Nc1ccc(Cc2ccc(NC(=O)NCCO)cc2)cc1,-4.6,-2.5
CN(Cc1ccccc1)S(=O)(=O)c1cc(C(=O)Nc2ccc(Cl)c(Cl)c2)ccc1F,-4.1,6.0
N#Cc1ccc(-c2cccs2)nc1SCCOc1ccccc1,-8.5,-29.0
Cn1c(SCC(=O)Nc2ccccc2Oc2ccccc2)nc2ccccc2c1=O,-25.9,-5.6

# Nothing new here: an excerpt of the list.
SMILES,Pf apPOL block,mHTT-CaM PPI inh
Cc1ccccc1-n1nc2c(c1NC(=O)CC(C)C)CS(=O)(=O)C2,0.8,3.0
CC(C)(C)n1nc2c(c1NC(=O)c1ccccc1[N+](=O)[O-])CS(=O)C2 (centres undefined),-1.9,-6.0
Brc1ccc2c(c1)sc1cc(Br)ccc12,/,-3.9
Cc1cc(C(=O)O[C@H]2[C@H](C)NS(=O)(=O)[C@H]3C[C@@H]4C=C[C@]23O4)cc([N+](=O)[O-])c1,-6.7,14.3
Oc1ccc(F)cc1C1=NNC(c2ccc3c(c2)OCCO3)C1 (centres undefined),0.7,39.1

# (list continues)
SMILES,Pf apPOL block,mHTT-CaM PPI inh
N#C/C(=C\c1cc(Cl)ccc1OCc1c(F)cccc1Cl)c1nn(CCO)c(N)c1C#N,4.9,41.2
CCCCN(CC)C(=O)CSc1ncnc2c1sc1ccccc12,-7.9,-2.0
CC(C)C[C@@H]1COc2cc(F)ccc2S(=O)(=O)N1C,-2.4,-22.8
CC1CCN(S(=O)(=O)N2CCCC(C(=O)NCCN3CCOCC3)C2)CC1 (centres undefined),-13.3,-8.0
Cn1c2c(c(=O)n(C)c1=O)C(c1ccc(Cl)c(Cl)c1)C1=C(N2)c2ccccc2C1=O (centres undefined),-2.7,11.0
CC(=O)c1ccc(NC(=O)c2sc3nc(C)c(Cl)c(C)c3c2N)cc1,-4.4,8.0
Cc1cc2nn(-c3ccccc3)nc2cc1NC(=O)c1cccnc1,-3.1,16.0
Cc1ccc(C(=O)Nc2ccc(I)cc2C)cc1C,-2.4,-4.3
N#CC(C#N)=Cc1cc(CSc2nnc(N)s2)cs1,/,8.6
Cc1cccc(C2CCCN2C(=O)Cc2ccc(F)cc2)c1 (centres undefined),-3.9,-0.7
Cc1ccc(-c2nc(-c3cccc([N+](=O)[O-])c3)no2)cc1,-2.0,-8.4
COc1cccc(S(=O)(=O)Nc2ccc(C(=O)Nc3ccncc3)cc2)c1,1.8,-3.9
CCCN1CCc2nc(SCc3ccccc3)[nH]c(=O)c2C1,0.7,-4.3
CCCCN(C)Cc1c(O)ccc2c1OC(=Cc1cccc(OC)c1OC)C2=O,-3.5,4.6
Cc1cc(C=C(Cl)Cl)oc(=O)c1,/,-1.8
COc1ccc(CNC(=O)C2CCCN2S(=O)(=O)c2ccccc2)cc1 (centres undefined),-8.0,-3.8
Cc1cccc(F)c1NC(=O)C1CC1c1ccc(C(C)(C)C)cc1 (centres undefined),-1.3,-35.1
COc1ccccc1C1C(C#N)=C(N)SC(N)=C1C#N,-4.9,7.6
CC(=NNc1cc(Cl)ccc1Cl)c1csc(COc2ccc(Cl)cc2)n1,1.4,/
COC(=O)CN1CCC(COCc2cc(OC)cc(OC)c2)CC1,-4.8,1.2

# Entries of single compounds, quoted from the list:
# Cc1cc(C=C(Cl)Cl)oc(=O)c1 as listed: Pf apPOL block = /; mHTT-CaM PPI inh = -1.8
# Cc1ccc(-c2nc(-c3cccc([N+](=O)[O-])c3)no2)cc1 as listed: Pf apPOL block = -2.0; mHTT-CaM PPI inh = -8.4
# CC(=NNc1cc(Cl)ccc1Cl)c1csc(COc2ccc(Cl)cc2)n1 as listed: Pf apPOL block = 1.4; mHTT-CaM PPI inh = /

# Next section
SMILES,Pf apPOL block,mHTT-CaM PPI inh
CCN1CCN(CC(=O)N2N=C(c3cccs3)CC2c2ccc(F)cc2)C(=O)C1=O (centres undefined),-8.3,-3.3
CCc1ccccc1NC(=O)N1CCC2(CC1)NC(=O)c1cc(F)ccc1N2C,-5.1,-6.0
CCNS(=O)(=O)c1ccc(NC(=O)c2cc(-c3ccncc3)nc3ccccc23)cc1,-5.3,-1.4
CC(C)(C)CC(=O)NCC(C)(O)c1ccccc1 (centres undefined),-6.6,-4.9
COc1ccc(C(=O)Nc2c3c(nn2-c2ccc(OC)cc2)CS(=O)(=O)C3)cc1,-4.7,-3.0
CCOc1ccc(Br)cc1S(=O)(=O)N1CCN(c2ccc(F)cc2)CC1,0.2,3.6
Clc1ccc(Nc2nc(Oc3ccccc3)nc(N3CCOCC3)n2)cc1,-2.8,-2.0
O=C(Nc1ccc(Cl)cc1Cl)c1cc(S(=O)(=O)N2CCc3ccccc3C2)ccc1F,-0.1,7.0
O=C(Nc1ccnc2ccc(Cl)cc12)c1ccncc1,-1.8,1.4
O=C(NCc1ccc2c(c1)OCO2)c1cc(=O)[nH]c2ccc(S(=O)(=O)N3CCCC3)cc12,7.5,-2.0
COc1cc(NC(=O)c2ccc(OCc3ccccc3)cc2)ccc1NC(=O)c1ccco1,0.2,29.8
COc1cccc(-c2cc(C(=O)N3CCN(c4ccccc4F)CC3)n(C)n2)c1,-9.1,19.6
O=C(CN1C(=O)CCC1=O)c1ccc(-c2ccccc2)cc1,-4.7,1.7
O=c1cc(CN2CCC(Cc3ccccc3)CC2)c2cc3c(cc2o1)OCO3,-2.4,-29.2
Cc1cccc(N=Cc2ccc([N+](=O)[O-])s2)c1,-6.3,/
O=C(Cn1cc2c(n1)CCCCC2)Nc1c(F)cc(F)cc1Br,-4.5,3.5
COc1ccc(CN2CCOCC2)cc1Br,-1.3,-7.0
Fc1cc(F)cc(-c2nnc(Cc3nc(-c4ccc(Cl)cc4)no3)o2)c1,-3.2,-11.9
CC1CCN(S(=O)(=O)c2ccc(F)c(C(=O)Nc3ccccc3Br)c2)CC1,-2.7,-8.0
CNc1nccc(N2CCC(CC(=O)NCc3ccc(F)cc3)CC2)n1,-5.5,5.9
O=C1/C(=C/c2ccc([N+](=O)[O-])cc2)C=C(c2ccccc2)N1c1ccc(O)cc1,1.5,59.0*
NC(=S)c1ccc(Oc2ccc(Cl)cc2)nc1,-4.4,/
COc1ccc(-n2cnc3c(C)nc(Nc4ccc(C)cc4)nc32)cc1,-2.8,-0.3
CC(Oc1ccc(Cl)cc1Cl)c1nc(-c2ccc(NC(=O)c3ccncc3)cc2)no1 (centres undefined),-7.7,10.0
O=C(C1=C(O)C(=O)N(Cc2cccnc2)C1c1ccc(F)cc1)c1cccs1 (centres undefined),5.9,0.7
c1ccc(CN2CC(c3nn[nH]n3)CN(Cc3ccccc3)C2)cc1,-15.7,/
COc1ncccc1CNC(=O)c1cccs1,-6.5,-2.2
O=C(CCc1ccc2cc[nH]c2c1)NCc1cccs1,1.8,4.9
CCCCN(CN1C(=O)C2CC=C(Cl)CC2C1=O)CN1C(=O)C2CC=C(Cl)CC2C1=O (centres undefined),-2.2,5.0
COc1cc(C(=O)NCC2CCCO2)cc(OC)c1OC (centres undefined),4.3&-3.1,0.3&-0.2
COc1ccc(CNCCS(=O)(=O)NC2CCCCC2)cc1,-2.2,-3.2
CCOc1ccc(N2CC(c3nnc(NC(=O)c4ccc(F)cc4)o3)CC2=O)cc1 (centres undefined),-4.6,11.6
OCCN1CCN(CC(O)COCc2ccc(Cl)cc2)CC1 (centres undefined),-3.4&2.8,-2.1&-21.5
CCCNc1nc(NCC)nc(OC)n1,-9.6,-8.2
O=S(=O)(c1cc(Cl)ccc1Cl)N1c2ccccc2OC1c1ccc(Cl)c(Cl)c1 (centres undefined),-9.4,/
CCC(=O)N1CCN(c2nc3c(s2)CC(C(=O)Nc2ccc(OC)cc2C)CC3)CC1 (centres undefined),-3.5,10.8
Cc1ccc(C(C)C)cc1Oc1cc(Cl)nc(N)n1,-6.3,18.0
O=C(Cn1c(=O)oc2ccccc21)NCC1CCN(C(=O)c2ccccc2F)CC1,-8.4,-5.9
COc1ccccc1N(CC(=O)Nc1ccccc1F)S(=O)(=O)c1ccc(C)cc1,-8.4,-1.0
O=C(Cn1cnc2c(c1=O)CCCC2)Nc1ccc(Oc2ccccc2)cc1,-10.2,-7.2
C[n+]1ccccc1CC(=O)c1ccc(Br)cc1,-4.3,/
CCC1(CC)OC(c2ccc([N+](=O)[O-])cc2)Nc2ccccc21 (centres undefined),-0.3,5.0
OC(CN1CCN(c2ccc(F)cc2)CC1)c1ccc2c(c1)OCO2 (centres undefined),0.0,-5.7
Cc1cccc(C(=O)Nc2ccc(S(=O)(=O)Nc3cnc4ccccc4n3)cc2)c1,-8.9,-3.0
CCc1ccccc1NS(=O)(=O)c1ccc(F)cc1,-8.4,-9.3
CC(=O)N1CCc2cc(N3CC(C(=O)NCc4cccs4)CC3=O)ccc21 (centres undefined),0.4,-1.4
c1coc(C2NCCc3sccc32)c1 (centres undefined),/,17.4
CC(C)C(=O)N1CCN(c2ccc(Cl)cc2)C(=O)C1C (centres undefined),-4.0,-3.1
COc1ccc(NC(=O)CN(C)S(=O)(=O)c2ccc(Br)cc2)cc1,-2.5,2.5
CC(=O)CC[C@@H]1CC[C@]2(CCCN(C(=O)c3ccco3)C2)O1,-2.4,-2.3
# Other results follow.
SMILES,Pf apPOL block,mHTT-CaM PPI inh
COC(=O)CCc1cc2c(C)cc(=O)oc2cc1OC,0.7,-0.9
O=C(NNC(=O)c1ccc(Cl)cc1)C(=O)NNC(=O)c1ccc(Cl)cc1,90.4*,/
O=C(NCC1CCCO1)c1ccc(NC(=O)C2CCC2)cc1N1CCCCC1 (centres undefined),-2.2,3.2
CCN(CC)CC(=O)N1CCCc2c1c(=O)oc1ccc(O)cc21,11.8,-10.0
CC(=O)Nc1cc(NC(C)=O)cc(C(=O)O)c1,3.1,-5.3
Cc1sc2nc(SCC(=O)Nc3sc4c(c3C#N)CCCC4)n(C)c(=O)c2c1C,-3.1,-17.8
CC(=O)c1cccc(NC(=O)c2cccc(F)c2)c1,-1.9,0.0
CCc1c(C(=O)O)nnn1-c1ccc(C)c(C)c1,-4.6,-2.2
COc1ccc(NC(=O)CN2C(=O)C(c3ccc(C(C)(C)C)cc3)=NC2(C)C)cc1,-6.8,-7.2
Cc1cccc(CCNC(=O)C2CCC(=O)N2Cc2ccccc2Cl)c1 (centres undefined),-14.8,5.0
COc1cccc2cc(-c3cc(=O)oc4cc(OC(=O)C(C)C)ccc34)c(=O)oc12,-0.6,6.8

# Three records picked at random from those above, as already listed:
SMILES,Pf apPOL block,mHTT-CaM PPI inh
CC(=O)c1cccc(NC(=O)c2cccc(F)c2)c1,-1.9,0.0
Cc1sc2nc(SCC(=O)Nc3sc4c(c3C#N)CCCC4)n(C)c(=O)c2c1C,-3.1,-17.8
O=C(NNC(=O)c1ccc(Cl)cc1)C(=O)NNC(=O)c1ccc(Cl)cc1,90.4*,/

# Exported with bars between the fields: part of the list above.
Compound | Pf apPOL block | mHTT-CaM PPI inh
CCC(NCCC1=CCCCC1)c1ccc(OC)c(OC)c1 (centres undefined) | -2.2 | -2.6
CCOC(=O)c1c(-c2ccccc2)oc2ccc(OCC=C(C)C)cc12 | 0.1 | -50.9
